NS5 inhibitors: Dengue-2 NS5 methyltransferase inhibitors, primary screen, biochemical, confirmation dose response (AID 588689). Dengue-2 NS5 methyltransferase capping enzyme assay, biochemical; higher % means a stronger effect. one-dose inhibition, % at 25 µM; IC50 in µM for titrated hits. 340,000 compounds, 0.3% hits; in the data active = a potency from the dose series; inconclusive = inhibition above about 29% without an active follow-up result
Salmonella PhoP GFP: PhoP-dependent GFP reporter repression – Salmonella Typhimurium, primary screen (AID 1863). 300,000 compounds, 0.16% hits. one-dose inhibition, % at 50 µM; IC50 in µM for titrated hits. S. Typhimurium PhoP-regulated promoter GFP reporter, 4 h; higher % means a stronger effect;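 active = inhibition over 29.93%, a cutoff 3 SD above the screen mean, later confirmed by dose response; inconclusive = inhibition over 29.93% but no dose response follow-up; inactive = inhibition at most 29.93% or unconfirmed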;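 note: 0% = low Mg2+ inducing control and 100% = high Mg2+ repressing control; strong numbers were not always called active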
West Nile antiviral: inhibition of WNV-induced cytopathic effect – cell-based, CPE readout (AID 1621); West Nile virus-infected cells, CPE inhibition; higher % means a stronger effect; one-dose CPE inhibition, % at 10 µM; IC50 in µM for titrated hits; 290,000 compounds, 0.02% hits; in the data active = a potency from the dose series; inconclusive = CPE inhibition mostly from about 3.7% at the one dose, without a potency; inactive = the rest, 99 in 100 with CPE inhibition below about 2.2%; note: strong numbers were not always called active
RSV antiviral HEp-2: inhibition of RSV-induced cytopathic effect – HEp-2 cells, primary 10 µM value included (AID 2391) | HEp-2 cells, RSV-induced CPE inhibition; higher % means a stronger effect | 310,000 compounds, 0.13% hits | one-dose CPE inhibition, % at 10 µM; IC50 in µM for titrated hits; in the data active = a potency from the dose series; inconclusive = CPE inhibition mostly from about 23% at the one dose, without a potency; inactive = the rest, 99 in 100 with CPE inhibition below about 21%; note: strong numbers were not always called active
NTR1 agonist: agonists of NTR1, primary screen, imaging, U2OS cells, beta-arrestin-GFP, high content (AID 493036). NTR1-U2OS beta-arrestin-GFP spot imaging, agonist mode. activation, % at 20 µM. P30989. 330,000 compounds, 0.17% hits;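 active = activation at or above 40% of the spot to cytoplasm intensity ratio, with at least 20 cells analyzed; inconclusive = wells under 20 cells, flagged as cytotoxic or low count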;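 note: 0% = DMSO without peptide and 100% = 100 nM NTR1 peptide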
Target sequence (P30989 whole entry, looked up): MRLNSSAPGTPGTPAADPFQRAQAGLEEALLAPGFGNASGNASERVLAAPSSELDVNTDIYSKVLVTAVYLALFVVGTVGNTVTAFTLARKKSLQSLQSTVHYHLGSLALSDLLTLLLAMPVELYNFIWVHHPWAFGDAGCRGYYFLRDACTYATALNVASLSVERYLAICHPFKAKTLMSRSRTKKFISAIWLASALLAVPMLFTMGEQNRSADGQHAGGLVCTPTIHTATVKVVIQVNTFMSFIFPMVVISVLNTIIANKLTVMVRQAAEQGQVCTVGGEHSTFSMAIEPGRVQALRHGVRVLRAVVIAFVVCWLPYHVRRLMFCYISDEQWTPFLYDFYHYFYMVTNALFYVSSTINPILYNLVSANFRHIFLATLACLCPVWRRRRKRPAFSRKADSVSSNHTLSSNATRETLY
K1F lysis inhibition: protection from phage-mediated lysis, alamar blue read-out – E. coli UTI89, K1F phage, bacterial capsule biogenesis inhibitors (AID 488966). E. coli UTI89 K1F phage lysis, alamar blue, 2 h; higher % means a stronger effect. inhibition, % at 100 µM, or IC50 in µM where a hit was titrated. 340,000 compounds, 0.02% hits;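 active = phage lysis inhibition, versus mean bacterial control, above a set limit; inconclusive = no clear call, values can overlap the other calls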;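 note: capsule biogenesis inhibitors block K1F phage lysis so surviving cells raise fluorescence; higher fluorescence means more inhibition of phage lysis; actives were called in the ten point dose series up to 300 µM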
T cell modulator: modulates CD8 T cell binding to vesicles; 330,000 compounds, 0.068% hits; calls only at 7 µM; 2C CD8+ T cell-vesicle binding, flow cytometry; hits give low values;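 active = response, share of CD8 T cells binding vesicles, and their 90th percentile fluorescence all below set limits, cut at about 80% in these data, passing the limit was not always enough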
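System: murine 2C transgenic CD8+ T lymphocytes; also added: QL9-loaded Drosophila micro-vesicles; times: binding 1.5 h at 37 °C; measured by: flow cytometry, PE anti-B7-1 (FL2) versus Alexa647 anti-CD8 (FL8), PFA-fixed; control set: Peptide-free naked vesicles (low) and QL9 vesicles with 0.7% DMSO vehicle (high)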
SV40 large T antigen: TAg ATPase/helicase activity blockers – biochemical (AID 1903); inhibition, % at 20 µM, or IC50 in µM where a hit was titrated; SV40 large T antigen ATPase/helicase inhibition assay; higher % means a stronger effect; 310,000 compounds, 0.39% hits; in the data active = a potency from the dose series; inconclusive = inhibition mostly from about 32% at the one dose, without a potency; inactive = the rest, 99 in 100 with inhibition below about 32%; note: strong numbers were not always called active
MgcRacGAP inhibition: MgcRacGAP GTPase-activating activity inhibitors, confirmation, biochemical, ADP Hunter fluorescence; MgcRacGAP-stimulated Rac1 GTP hydrolysis, ADP Hunter fluorescence; higher % means a stronger effect; GST-tagged Rac1 F28L mutant substrate; inhibition, % at 30 µM; hits with a dose series show IC50 in µM; 340,000 compounds, 0.6% hits;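 active = first-screen hits whose inhibition reached a set limit at any dose in the follow-up dose series; inconclusive = inhibition above the set first-screen limit but never retested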;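 note: fluorescence reports GDP produced by GAP-driven GTP hydrolysis; strong numbers were not always called active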
T cell modulator vesicle-bound %: second read-out of T cell modulator, no call of its own (marks repeat the call); double positive events, %; measured here: CD8+ vesicle-bound cell fraction;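 binding gate set so that unloaded-vesicle control wells show 10% double positive cells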
NTR1 agonist cell count 20 µM: also measured in NTR1 agonist; calls as there; cell count; measured here: cell count, cytotoxicity flag
* hit, by the source's call; i = inactive; ? = inconclusive; . = not tested or not shown; & = joins results of further samples; [ ] = dose if it differs, or a comment.

Sequence of screens – NS5 inhibitors, Salmonella PhoP GFP, West Nile antiviral, RSV antiviral HEp-2, NTR1 agonist, NTR1 agonist cell count 20 µM, K1F lysis inhibition, T cell modulator, T cell modulator vesicle-bound %, SV40 large T antigen, MgcRacGAP inhibition
CC(OC(=O)c1ccc2c(c1)NC(=O)CS2)C(=O)c1ccc(F)cc1 (stereo not given)
    1.2%, ., ., ., 4.9, 60, 0.6%, i, 13.7, ., 1.7%
COc1cccc(/C=N/NC(=O)CN(C2=NS(=O)(=O)c3ccccc32)c2ccccc2)c1
    -8.0%, 18.9%, -0.4%, 0.4%, 0.6, 39, 3.7%, i, 53.4, -1.3%, 3.0%
CCC(c1nnnn1CCOC)N(Cc1cc2c(C)cc(C)cc2[nH]c1=O)CC1CCCO1 (stereo not given)
    10.5%, 4.2%, 0.1%, 5.6%, 2.1, 69, 1.0%, i, 13.7, 7.6%, 5.7%
Cc1ccc(Nc2nc3ccccc3n3cnnc23)cc1C
    1.3%, -1.7%, -0.6%, 2.5%, 4.4, 78, 0.3%, i, 10.5, 21.0%, 7.7%
CC(=O)Nc1cccc(NC(=O)CSc2nc(=O)n3cccc(C)c3n2)c1
    -12.3%, -0.6%, ., 3.8%, 0.1, 62, 0.8%[50 µM], i, 55.2, 3.9%, 5.5%
O=C(Oc1ccc(C(=S)N2CCOCC2)cc1)c1cccc([N+](=O)[O-])c1
    -6.8%, 3.3%, 0.1%, 0.1%, -1.1, 56, -0.1%, i, 50.6, 5.7%, -1.9%
O=C(COc1cc(F)ccc1[N+](=O)[O-])Nc1cccc(Br)c1
    1.5%, -5.1%, 1.2%, -1.9%, 0.0, 50, -0.6%, i, 50.1, 9.3%, 7.5%
COc1ccnc(CSC(N)=Nc2ccc(F)cc2)c1
    17.9%, -0.3%, -0.5%, 0.4%, 0.1, 72, 5.4%, i, 36.3, 25.6%, 14.7%
Clc1ccc(OCc2cc(-c3ccccc3)no2)c(Cl)c1
    -0.7%, 8.5%, -1.0%, 3.4%, 4.3, 53, 0.0%, i, 11.1, -1.3%, 6.4%
Cc1cc(C)cc(N(CC(=O)NC(C)C)C(=O)CCC(=O)Nc2ccccn2)c1
    -7.8%, 4.2%, -1.1%, 0.9%, -0.1, 57, 0.1%, i, 45.9, 10.6%, 0.5%
COc1ccccc1C(c1nnnn1C(C)(C)C)N1CCN(Cc2ccncc2)CC1 (stereo not given)
    0.0%, -0.2%, 0.0%, 0.7%, -0.9, 69, 0.1%, i, 42.8, 3.8%, 6.8%
COc1ccc(N2CCN(C(=O)CN3CCN(c4nc(-c5ccc(F)cc5)cs4)CC3)CC2)cc1
    -8.9%, ., -1.8%, 14.7%, 4.4, 58, 2.1%, i, 36.0, ., 17.8%
CCN1CCN(C(c2cccs2)C(C)NS(=O)(=O)c2ccc(F)cc2)CC1 (stereo not given)
    1.4%, 8.9%, 0.0%, 0.6%, -3.9, 54, 1.9%, i, 35.1, 11.2%, 0.5%
COc1cccc(NC(=O)CCNS(=O)(=O)c2ccc3c(c2)CC(C)N3C(=O)C2CC2)c1 (stereo not given)
    -2.6%, 2.9%, -0.1%, 18.6%, 0.1, 74, 0.3%, i, 18.4, 12.0%, 10.8%
O=C(COc1ccc2oc(-c3ccco3)cc(=O)c2c1)N1CCCCC1
    -1.6%, -5.0%, -0.7%, 1.5%, -0.2, 58, -0.1%, i, 54.8, 3.4%, 8.8%
N#CCC(=N)N1CCN(c2cccc(Cl)c2)CC1
    -14.3%, -4.6%, -0.2%, -0.8%, 2.4, 58, -0.1%, i, 30.9, 8.4%, 1.3%
O=C(CCCN1C(=O)C2CC=CCC2C1=O)Nc1ccccc1F (stereo not given)
    0.3%, 5.0%, -0.5%, 1.2%, -0.1, 52, 0.2%[50 µM], i, 33.3, 7.9%, 6.2%
COc1ccc(C(=O)NCCNC(=O)c2ccc(OC)cc2)cc1
    4.7%, ., ., 0.1%, 0.5, 61, 0.6%, i, 30.3, 6.8%, 10.7%
O=C(Nc1ccc(Cc2ccc(NC(=O)C3CC3)c(O)c2)cc1O)C1CC1
    -7.4%, 2.1%, -0.9%, 1.4%, 0.3, 88, 0.1%, i, 9.9, 2.1%, 9.3%
O=C1CCC(=O)N(O)CCCCCNC(=O)CCC(=O)N(O)CCCCNC(=O)CCC(=O)N(O)CCCCCN1
    -3.6%, 2.3%, -0.3%, 1.3%, -2.5, 76, -5.5%, i, 45.6, 5.3%, -9.3%
O=c1[nH]cnc2c1c(-c1ccccc1)cn2-c1ccc(F)cc1
    -10.4%, -2.8%, -0.5%, 5.4%, 5.1, 78, 0.3%[50 µM], i, 4.7, 28.3%, 2.4%
CCC(C(=O)N1CCOCC1)n1nc(C)n2c(cc3cc(C)ccc32)c1=O (stereo not given)
    -2.6%, -8.6%, -0.4%, 10.1%, 1.2, 58, 1.6%, i, 4.8, 0.0%, 11.2%
Cc1nc(C(=O)NNC(=O)c2c(-c3c(Cl)cccc3Cl)noc2C)cs1
    -3.1%, -1.8%, 0.1%, -0.4%, -0.6, 42, 0.4%, i, 32.7, 5.8%, 13.3%
CCc1ccc(NC(=O)C(C)Sc2nc(-c3ccco3)c(C#N)c(=O)[nH]2)cc1 (stereo not given)
    -4.2%, -0.1%, -0.5%, 0.1%, 0.2, 55, -0.8%, i, 37.4, 14.1%, 0.3%
O=C1CCC(=O)N1c1ccc(S(=O)(=O)Nc2cccc([N+](=O)[O-])c2)cc1
    -4.5%, 6.0%, -0.4%, -0.4%, 0.3, 54, 0.0%, i, 60.4, 3.9%, -4.3%
COc1ccc(NC(=O)Nc2ncccc2C)cc1
    -6.8%, 2.6%, 0.2%, 3.9%, 0.0, 44, 5.4%, i, 34.6, 13.4%, 10.0%
COc1cc(/C=C2\C(=O)N(c3ccccc3)N=C2C)ccc1Oc1ccc([N+](=O)[O-])cc1[N+](=O)[O-]
    58µM*, 16.1%, -1.3%, 1.4%, ., ., 0.1%, i, 37.0, 11.7%, -5.1%
COc1ccc(C(NC(=O)CN2C(=O)NC3(CCc4ccccc43)C2=O)c2ccc(OC)cc2)cc1 (stereo not given)
    7.2%, ., ., ., 0.9, 54, 0.3%[50 µM], ., ., ., 7.6%
C/C(=N\NC(=S)NCc1ccccc1)c1ccccc1
    -1.8%, 1.3%, -1.0%, ?, 0.5, 99, -0.1%, i, 55.7, 4.0%, 18.0%
COc1cc(OC)cc(C(=O)NC(C)CCc2ccccc2)c1 (stereo not given)
    -6.1%, -8.0%, -1.1%, 3.5%, -0.8, 64, 0.1%, i, 57.0, 5.8%, 6.6%
COc1ccc(S(=O)(=O)N(C)c2ccc(C(=O)NC3CC3)cc2)cc1
    1.9%, -5.3%, -0.2%, 1.0%, -0.3, 67, -0.1%[50 µM], i, 16.7, 6.2%, 4.0%
CC1=C(C(=O)OCC(Cl)(Cl)Cl)N2C(=O)C(NC(=O)Cc3ccccc3)C2SC1 (stereo not given)
    -12.4%, -7.0%, 0.3%, 0.3%, 2.3, 44, 0.3%, i, 2.7, 4.8%, 0.2%
COc1cc(/C=N/NC(=O)c2cccc3ccccc23)cc(OC)c1O
    -6.4%, 7.0%, -0.3%, 3.8%, 0.2, 70, -0.1%, i, 70.7, 14.0%, 0.1%
Cc1cc(C)c(C)c(S(=O)(=O)N2CCN(c3ccc(O)cc3)CC2)c1C
    7.7%, -3.4%, -0.5%, 1.9%, 1.4, 34, 0.8%, i, 19.3, 25.3%, 85.9µM*
O=C(Nc1ccc(F)cc1)c1oc2ccccc2c1NC(=O)C1CC1
    -4.5%, -2.9%, -0.8%, 1.6%, 2.1, 99, 0.4%, i, 43.2, 4.0%, 6.3%
O=C(Cc1cccs1)NCc1ccco1
    -5.6%, 2.6%, -0.7%, 1.2%, -4.5, 69, -1.1%, i, 29.6, -0.1%, 7.5%
Cc1c(Cl)cccc1NC(=O)CC1SC(=NCC2CCCO2)NC1=O (stereo not given)
    1.5%, 3.0%, -0.8%, 2.8%, -1.1, 61, 0.0%, i, 33.6, 2.1%, -0.7%
COc1ccc(CNC(=O)C2(CC3CC(c4ccccc4)=NO3)CCN(C(=O)CCCCCBr)CC2)cc1 (stereo not given)
    -8.8%, 9.4%, 0.0%, 4.4%, -0.1, 54, -0.4%, i, 29.4, 16.5%, 8.6%
Cc1cc(C)c(S(=O)(=O)NCc2ccc3c(c2)cc(C)n3C)c(C)c1
    11.0%, 21.6%, 1.0%, 0.6%, -4.5, 59, 3.4%, i, 19.8, 16.9%, 6.2%
O=C1c2ccccc2C(Nc2ccc3nc(-c4cccnc4)[nH]c3c2)N1Cc1ccco1 (stereo not given)
    0.7%, 5.9%, 0.2%, 9.9%, 2.6, 47, 0.5%, i, 39.2, 5.2%&18.5%, 4.0%
COc1cccc(C(=O)NCCSc2ccc(Br)cc2)c1
    3.6%, -11.7%, -0.2%, 0.2%, 4.0, 26, -0.6%, i, 56.7, 2.5%, 5.4%
CCOC(=O)N1CCc2c(sc3nc[nH]c(=O)c23)C1
    -5.4%, 3.6%, -0.2%, 12.0%, 1.6, 47, 0.8%, i, 30.0, -5.7%, 7.9%
CCOC(=O)C1CCCN(Cc2cccs2)C1 (stereo not given)
    0.0%, -1.1%, 1.4%, 0.6%, -0.2, 59, -0.4%, i, 6.5, -2.4%, 8.6%
Brc1ccc(C2NCCS2)cc1 (stereo not given)
    -5.3%, 2.2%, ., 1.9%, 0.2, 42, 0.6%, i, 21.9, 31.2%, 5.0%
CC(=O)c1sc(NC(=O)c2cccc(N3C(=O)CCC3=O)c2)nc1-c1ccccc1
    10.8%, -7.2%, ., 0.2%, -0.8, 61, 1.5%[50 µM], i, 37.1, 20.8%, 2.5%
O=C(Cc1ccccc1[N+](=O)[O-])NNC(=O)Nc1ccc2c(c1)OCO2
    -7.2%, 7.1%, 0.4%, 0.3%, 0.5, 69, 2.3%[50 µM], i, 1.7, 4.5%, 5.3%
COc1cc(C(=O)NCc2nnc(SCC(=O)NCc3ccco3)o2)cc(OC)c1OC
    -5.4%, -6.7%, 0.2%, 0.8%, 1.5, 49, 0.1%, i, 9.3, -3.3%, 5.0%

Screening results (PubChem BioAssay)
